# Bioassay records (PubChem)
# PG9 Ab binder – binders of HIV-1 gp120 antibody PG9, primary screen, biochemical, TR-FRET | hit rate 0.43% among 360,000 | inhibition, % at 6.7 µM | TR-FRET gp120-PG9 antibody binding | AID 624416, 2012; in the data active = inhibition above about 8.5%
# SMARCA2 activ – SMARCA2 (BRM) function activators, primary screen, cell-based, luminescence, high throughput; MG213 cells, MMTV-luciferase reporter, dexamethasone, overnight; activation, % at 9.1 µM; hit rate 1% among 370,000; AID 652017, 2013; in the data active = activation above about 7.8%;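 also: 0% = vehicle wells and 100% = reference activator wells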
# hgDAF-12 ag – H. glycines DAF-12 receptor agonists, primary screen, cell-based, luminescence, HEK293, GAL4 fusion, UAS-luciferase. Nuclear hormone receptor DAF-12 (Heterodera glycines), GAL4 fusion. HEK293 GAL4-hgDAF12 UAS-luciferase reporter, agonist luminescence; normalized to butyrate control. activation, % at 6.8 µM. hit rate 1.8% among 370,000. AID 687014, 2013;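 active = activation above a cutoff set at the mean of all screened compounds plus 3 SD, cut at about 10% in these data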;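 also: 0% = DMSO wells and 100% = sodium butyrate wells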
# ssDAF-12 act – S. stercoralis DAF-12 nuclear receptor activators, primary screen, cell-based, luminescence, HEK293, GRIP1 co-expression, lit1-tk-luc; Nuclear hormone receptor DAF-12 (Strongyloides stercoralis); HEK293 ssDAF-12/GRIP1 lit1-tk-luc reporter; % of 3 µM dafachronic acid response; activation, % at 6.8 µM; hit rate 1% among 370,000;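 active = activation above the mean over all tested compounds plus 3 SD, cut at about 0.9% in these data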;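 also: 0% = DMSO-only wells and 100% = 3 µM delta7-dafachronic acid wells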
# ADAM17 inh – ADAM17 inhibitors, primary screen, biochemical, QFRET | recombinant ADAM17, EDANS/DABCYL FRET peptide cleavage | hit rate 0.83% among 370,000 | inhibition, % at 6.95 µM | AID 720648, 2013 | Disintegrin and metalloproteinase domain-containing protein 17 (Homo sapiens), P78536;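 active = inhibition above the mean of compounds lying between control limits plus 3 SD, set per campaign, cut at about 8.5% in these data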;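 also: 0% = DMSO-only wells as the low control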
# Target sequence (P78536 215-824 limits assumed): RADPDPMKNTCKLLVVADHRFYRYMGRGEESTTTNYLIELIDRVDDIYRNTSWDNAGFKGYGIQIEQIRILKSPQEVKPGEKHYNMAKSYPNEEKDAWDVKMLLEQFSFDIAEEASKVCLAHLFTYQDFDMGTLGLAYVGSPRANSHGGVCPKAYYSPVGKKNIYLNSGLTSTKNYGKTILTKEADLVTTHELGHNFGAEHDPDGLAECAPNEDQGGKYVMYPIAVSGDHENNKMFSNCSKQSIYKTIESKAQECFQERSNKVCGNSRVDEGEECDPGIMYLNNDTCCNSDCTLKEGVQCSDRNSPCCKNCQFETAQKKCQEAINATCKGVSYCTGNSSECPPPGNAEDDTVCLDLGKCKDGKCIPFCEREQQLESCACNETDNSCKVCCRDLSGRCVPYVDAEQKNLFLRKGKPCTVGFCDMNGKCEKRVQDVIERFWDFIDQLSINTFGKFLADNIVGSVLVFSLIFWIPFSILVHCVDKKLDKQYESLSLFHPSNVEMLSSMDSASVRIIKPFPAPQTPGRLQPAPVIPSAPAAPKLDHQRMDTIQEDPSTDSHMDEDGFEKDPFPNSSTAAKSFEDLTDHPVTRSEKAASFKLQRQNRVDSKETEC
# hcDAF-12 act – H. contortus DAF-12 nuclear receptor activators, primary screen, cell-based, luminescence, HEK293, lit1-tk-luc reporter. HEK293 hcDAF-12 lit1-tk-luc reporter; 0% DMSO, 100% Δ7-dafachronic acid. activation, % at 6.8 µM. hit rate 1.4% among 370,000. AID 652067, 2013;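 active = activation above the mean of all tested compounds plus 3 SD, cut at about 5.5% in these data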;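 also: 100% = response to 3 µM Δ7-dafachronic acid high control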
# DAX1 inh-1 – DAX1 (NR0B1) inhibitors, primary screen, cell-based, HEK293, Gal4-DAX1, luciferase luminescence; HEK293 Gal4-DAX1 luciferase reporter; inhibition, % at 6.75 µM; hit rate 0.99% among 340,000; AID 504766, 2011;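 active = inhibition above the mean over all tested compounds plus 3 SD, cut at about 4.2% in these data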;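 also: 0% = DAX1-transfected cells with DMSO and 100% = empty-vector control cells with DMSO; inhibition shows as a rise in luminescence from relieved DAX1 repression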
# Target sequence (P51843 207-470 limits assumed): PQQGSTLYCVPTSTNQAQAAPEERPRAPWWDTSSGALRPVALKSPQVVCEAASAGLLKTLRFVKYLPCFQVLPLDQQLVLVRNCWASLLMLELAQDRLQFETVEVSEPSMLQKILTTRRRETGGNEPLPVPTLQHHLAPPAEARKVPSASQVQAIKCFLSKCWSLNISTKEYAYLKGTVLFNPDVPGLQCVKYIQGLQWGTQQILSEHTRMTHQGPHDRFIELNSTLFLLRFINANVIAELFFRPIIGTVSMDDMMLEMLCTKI
# FXN GAA850 act – FXN promoter activators, primary screen, cell-based, luciferase luminescence, HEK293 lucGAA850. AID 540364, 2011. HEK293 lucGAA850 FXN promoter luciferase reporter, 24 h; percent of 10 µM SAHA response. activation, % at 6 µM. hit rate 0.56% among 360,000;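 active = activation above the average of all compounds screened plus 3 SD, cutoff fixed separately per campaign, cut at about 7.5% in these data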;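 also: 0% = DMSO wells and 100% = 10 µM SAHA wells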
# DAX1 inh-2 – DAX1 (NR0B1) inhibitors on StAR promoter, primary screen, cell-based, luminescence, SF-1 (NR5A1), full-length DAX-1; HEK293T StAR-luciferase reporter, SF-1/DAX-1 repression relief; inhibition, % at 6.8 µM; hit rate 1.1% among 370,000; AID 652010, 2013;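 active = inhibition above the mean over all tested compounds plus 3 SD, cut at about 3.6% in these data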;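 also: 0% = DAX-1 cells with DMSO and 100% = cells lacking DAX-1 with DMSO; higher inhibition means more luminescence from relief of DAX-1 repression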
# ADAM10 inh – human ADAM10 inhibitors, primary screen, biochemical, QFRET, HTS; hit rate 0.62% among 370,000; Disintegrin and metalloproteinase domain-containing protein 10 (Homo sapiens), O14672; recombinant ADAM10, EDANS/DABCYL FRET peptide cleavage, 3 h; inhibition, % at 7 µM; AID 720582, 2013;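 active = inhibition above a per-campaign cutoff equal to the mean of compounds falling between control-based bounds plus 3 SD, cut at about 20% in these data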;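 also: 0% = DMSO wells while the 100% control is not disclosed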
# GC-A act – GC-A stimulated cGMP production enhancers – HEK293 GC-A cells, cGMP TR-FRET, EC30 ANP, primary screen | 0% at EC30 ANP, 100% saturating ANP | Atrial natriuretic peptide receptor 1 (Homo sapiens), P16066 | hit rate 0.14% among 370,000 | AID 1671463, 2021 | activation, % at 10 µM; in the data active = activation above about 40%
# * marks the source's active call; other numbers are inactive results; i = inactive; . = not tested or not shown.
SMILES,PG9 Ab binder,SMARCA2 activ,hgDAF-12 ag,ssDAF-12 act,ADAM17 inh,hcDAF-12 act,DAX1 inh-1,FXN GAA850 act,DAX1 inh-2,ADAM10 inh,GC-A act
Cc1cc(C(F)(F)F)nc2c(Cl)c(C(C)(C)C)nn12,-0.6,-6,-1.8,-0.7,0,1.2,.,-0.2,-0.4,2,-3
Cc1ccc(SC(=O)COc2ccccc2C)cc1,-1.0,1,3.4,-1.3,-4,2.6,0.3,-0.3,-0.5,0,-2
Cc1ccc(S(=O)(=O)N2CCC(=O)N(CCOCc3cccc(F)c3)CC2)cc1,-1.8,1,-2.1,-0.9,-4,-1.1,1.2,0.3,-0.1,1,-2
COc1cccc(CN(C(=O)c2ccco2)C(C(=O)NC2CCCC2)c2cccnc2)c1 (stereo not given),1.6,0,-1.0,-0.8,-7,-2.6,0.3,2.5,0.0,-1,-6
CC1(c2nnnn2Cc2ccccc2)CCCC(=O)N1Cc1cccs1 (stereo not given),.,1,1.3,-0.6,-4,1.2,.,.,-1.0,4,-1
CCC[C@H]1COCCS(=O)(=O)N1Cc1ccccc1,-0.3,1,0.1,0.1,-1,-1.0,1.2,0.3,0.2,-3,2
Cc1nn(C(=O)c2ccco2)c(C)c1Br,1.3,-1,3.8,-1.3,-4,0.6,-0.4,-0.4,0.7,-11,0
COc1ccc(C(=O)NNC(=S)NC(=O)c2ccc(F)cc2)cc1Br,-3.3,4,-0.8,0.1,-1,-0.8,.,0.4,-0.2,6,-2
NC(=O)C1CCN(C(=O)c2ccc3c(c2)S(=O)(=O)c2ccccc2C3=O)CC1,0.4,-1,-0.2,-1.0,-5,0.1,0.0,-0.9,0.0,-2,6
CCc1ccc(NC(=O)c2ccccc2SC)cc1,-0.1,0,16*,0.6,5,1.4,2.0,3.7,2.6,3,3
CCCCN1C(=O)C(CC(=O)NCC2CCCCC2)CC(C(=O)N(C)C)=C1C (stereo not given),0.9,-4,-3.8,-0.9,1,1.3,1.2,-1.4,0.1,9,4
CCn1nc(C(=O)Nc2ccc3c(c2)OCCO3)c2ccccc2c1=O,0.9,7,2.0,-1.2,0,-1.8,0.1,3.3,-0.6,2,2
O=c1c(N2CCOCC2)nsnc1N1CCOCC1,-0.5,-2,-1.1,-1.2,2,0.5,-0.6,-1.7,0.0,7,0
O=C(NCc1ccco1)c1ccc(C(=O)NCc2ccco2)cc1,-0.1,-6,1.7,-0.7,-6,0.1,0.7,0.4,1.2,-16,-3
Cc1ccc(C)c(NC(=O)CN(C)C(C)C(=O)N2CCCC2)c1 (stereo not given),0.5,-1,0.4,-1.5,-1,-0.6,-0.9,-0.9,-0.5,-5,0
CC(=O)NCCC(=O)N(C)CC1CCN(CCc2cccc(C(F)(F)F)c2)CC1,-0.1,-1,3.8,-1.5,-1,-0.1,0.4,1.9,-0.1,2,0
Cc1ccc2nc(-c3cccc(Cl)c3)c(Cc3ccccc3)n2c1,0.2,6,12*,-0.2,-5,3.4,.,.,4.2*,-24,2
COC(=O)c1c(NC(=O)COC(=O)CNC(=O)c2ccco2)sc(C)c1C,-1.4,1,1.4,-1.6,1,-2.4,-0.5,2.1,-0.1,2,-2
O=C(COC(=O)c1ccc[nH]c1=O)NCCC1=CCCCC1,-0.3,0,-0.5,-1.0,-2,-0.3,-1.2,-0.1,0.1,-7,2
N/C(=N\O)c1cn(Cc2ccccc2Cl)c2ccccc12,-0.9,-1,-0.6,-1.2,-3,-2.6,0.6,-2.4,-0.4,2,-2
Cc1ccc(NS(=O)(=O)c2c(C)[nH]c(C)c2C(=O)N2CCCCC2)c(Cl)c1,0.4,0,0.9,-0.2,0,-1.6,-1.3,0.1,0.0,4,0
CCOC(=O)C1=C(COC(=O)C2CC(=O)N(c3ccc(C)cc3)C2)NC(=O)NC1C (stereo not given),1.1,-3,2.9,-0.8,-4,-0.1,1.0,0.9,0.2,-2,-3
CCCCNc1nnc(SCC(=O)c2c(N)n(C3CC3)c(=O)[nH]c2=O)s1,-2.3,4,-1.4,-0.5,1,-2.0,1.3,0.1,0.3,-6,2
Cc1ccc(S(=O)(=O)NC2=NCN(CCN3CCOCC3)CN2)cc1,-0.6,0,0.1,-0.3,-3,-1.1,1.0,-1.4,0.8,-2,7
C=CCc1cc(C)ccc1OCCCC(C(=O)OCC)C(=O)OCC,0.4,0,-2.6,-1.2,-5,-1.0,-0.2,2.5,-0.4,2,1
CCC(c1nnnn1-c1c(C)cccc1C)N1CCN(c2ccccn2)CC1 (stereo not given),0.4,-6,0.6,-1.6,-2,-0.8,.,.,-1.4,-8,-1
CC(=O)N1CCN(S(=O)(=O)c2cccc(C(=O)OCc3ccc(F)cc3)c2)CC1,1.7,-8,-4.9,-1.4,1,-1.7,-2.1,-1.4,-1.7,8,-2
CC1S/C(=N/N=C/c2ccco2)NC1=O (stereo not given),-0.3,2,6.4,-0.2,-2,1.5,0.3,1.2,-0.2,8,0
CCCC1C2CN(C(C)C)CC=C2C(C#N)=C(N)C1(C#N)C#N (stereo not given),-2.4,-2,2.7,-1.4,-268,-3.1,0.4,-1.2,0.1,i,-2
O=C(O)CSc1nnc(COc2cccc3cccnc23)n1-c1cccc(C(F)(F)F)c1,1.4,2,-0.9,-1.2,-3,-1.8,.,.,0.5,-11,-3
CCn1c(-c2cc(OC)c(OC)c(OC)c2)n[nH]c1=S,-0.2,-1,-0.9,-1.1,-4,0.9,0.0,0.8,-0.6,-5,1
CCOc1cccc(/C=N/NC(=O)c2cc(C3CC3)[nH]n2)c1O,-0.8,-1,-5.5,-0.9,-9,-1.8,0.3,-4.5,-4.1,-18,3
COc1ccc(CNC(=O)CN(C(=O)CCC(=O)Nc2ccccn2)c2cccc(C)c2)cc1,-2.2,1,7.5,-0.7,-7,0.1,0.4,1.0,-0.7,-4,-7
O=S(=O)(NC1=NCCCCC1)c1ccc2ccccc2c1,-0.7,-2,-0.1,0.0,0,1.4,1.4,1.9,0.6,3,0
COc1ccc(OC)c2[nH]c(=O)c(CCNC(=O)c3cccs3)cc12,-0.7,0,0.3,-1.1,-6,-0.7,-1.1,-1.8,-0.3,-11,-1
O=C(CC[C@H]1O[C@@H](n2cnc3c(NC(=O)c4ccccc4)ncnc32)[C@H](O)[C@@H]1O)NCc1ccc(OC(F)(F)F)cc1,-0.1,-3,5.8,-1.6,-3,-1.2,.,.,0.6,-11,-2
CCOC(=O)c1ccc(NC(=O)CSc2nc3sc(C(=O)O)c(C)c3c(=O)[nH]2)cc1,-1.1,3,3.1,-1.3,0,-0.8,0.3,-1.4,0.0,3,1
CCOC(=O)c1ccc(N2C(=O)C3C(/C=C/c4ccccc4)OC4(C(=O)c5ccccc5C4=O)C3C2=O)cc1 (stereo not given),-0.8,0,4.0,-1.7,1,-1.8,0.1,1.4,0.7,6,2
O=c1[nH]c2ccccc2nc1/C=C/c1ccccc1,-3.8,7,12*,0.8,-104,6.4*,1.1,3.4,2.6,-300,1
CC1(CC(=O)N/N=C/c2ccc(OCc3ccc(Cl)cc3Cl)cc2)OCCCO1,-0.8,-4,0.1,-0.9,0,-1.1,2.1,0.7,0.8,14,2
CCN(CC)S(=O)(=O)c1ccc(OC)c(NC(=O)CSc2cc(Cl)ccc2Cl)c1,-2.2,-3,0.3,-1.9,5,-0.8,0.7,1.9,-0.1,8,4
CCCN(CCC)Cc1c(C(=O)N/N=C/c2ccncc2)nnn1-c1nonc1N,-1.6,-4,3.6,-0.9,-1,1.9,1.1,-1.5,-0.4,6,-5
COc1ccc(CCNC(=O)C2CC(=O)N(c3ccc(C)cc3)C2)cc1 (stereo not given),-0.1,0,0.6,-0.6,-5,-0.6,-0.2,0.7,0.2,0,5
COc1ccc(C(=O)N2CCCCC2)cc1S(=O)(=O)Nc1ccccc1,1.1,-1,-0.6,-1.6,-3,-1.1,-0.4,-0.1,-0.8,1,-3
CCCn1nc(C(=O)NCCN2CCOCC2)c2ccccc2c1=O,3.5,-2,-1.4,-1.0,-2,1.5,0.3,1.3,-0.3,-2,0
S=C(c1ccc2c(c1)OCO2)N1CCCCCC1,-0.1,2,2.5,-1.2,-1,-0.1,-1.2,1.8,-0.5,-3,4
CC(C)=CCCC1=CCC(/C=N/NC(N)=O)C(C)C1 (stereo not given),-2.3,-5,1.0,-1.4,2,1.1,-0.3,1.0,0.1,0,-2
COc1ccc(N=Cc2cccc(C)c2O)cc1Cl,-1.2,1,-4.0,-1.5,-2,2.7,-0.5,0.6,0.1,1,1
COc1ccc(C(=O)NC(NC(=O)c2ccc(OC)cc2)c2ccccc2F)cc1,-0.3,-1,0.8,-0.3,0,-0.8,-0.3,1.8,0.1,-2,-6
CC(C)CC1=NN2C(=N)/C(=C\c3coc4ccccc4c3=O)C(=O)N=C2S1,-1.8,0,1.1,-1.1,-39,0.1,1.6,-1.6,-0.1,-112,20
# Continuation.
SMILES,PG9 Ab binder,SMARCA2 activ,hgDAF-12 ag,ssDAF-12 act,ADAM17 inh,hcDAF-12 act,DAX1 inh-1,FXN GAA850 act,DAX1 inh-2,ADAM10 inh,GC-A act
CC(C)c1cccc(C(C)C)c1NC(=O)Cn1c(=O)cnc2ccccc21,-1.2,6,1.7,-1.3,-15,0.4,-0.8,0.9,-0.7,-34,0
O=C(Cc1cccc2c(=O)cc(-c3ccccc3)oc12)OCCN1CCOCC1,-1.1,-2,0.0,-1.2,-5,-2.2,.,.,0.9,-12,8
CC(C)(C)c1[nH]nc2c1C(Cc1ccccc1)C(C#N)=C(N)O2 (stereo not given),-0.5,1,-0.6,-1.2,-3,-1.4,-0.8,-0.4,-0.7,6,-1
O=C(OC12CCCN(C1)/C(=C/c1ccc(Cl)cc1)C2)c1ccccc1 (stereo not given),.,-1,1.4,-0.9,6,1.7,.,.,0.0,9,-3
O=C(CSc1ncn[nH]1)N1CCOCC1,-0.8,0,-4.7,-0.4,0,0.0,-0.4,0.9,-0.4,8,-4

# Two records picked at random from those above:
SMILES,PG9 Ab binder,SMARCA2 activ,hgDAF-12 ag,ssDAF-12 act,ADAM17 inh,hcDAF-12 act,DAX1 inh-1,FXN GAA850 act,DAX1 inh-2,ADAM10 inh,GC-A act
COC(=O)c1c(NC(=O)COC(=O)CNC(=O)c2ccco2)sc(C)c1C,-1.4,1,1.4,-1.6,1,-2.4,-0.5,2.1,-0.1,2,-2
CCCCNc1nnc(SCC(=O)c2c(N)n(C3CC3)c(=O)[nH]c2=O)s1,-2.3,4,-1.4,-0.5,1,-2.0,1.3,0.1,0.3,-6,2

# An unsorted share of the library; about 6.8% have a hit in one of these screens.
